Screens (PubChem BioAssay)
MLL CXXC-DNA inh = qHTS Fluorescence Polarization Assay for Inhibitors of MLL CXXC domain - DNA interaction; 290,000 compounds, 0.037% hits; Potency, µM (doses to about 115 µM), for inactives: at the highest dose activity change, negative = inhibition, usual class: inhibitors; AID 2662, 2010; MLL-CXXC / FITC-HOXA9 DNA fluorescence polarization; active = well fitted inhibition curve with a large enough effect in the polarisation, with a control signal flat, not every such curve was filed as active; inconclusive = small, poorly fitted or top-dose-only effect, or effect the other way, or a change in a side signal; inactive = no such curve, though single readings can be large or run the other way; the % refers to the polarisation; note: potency is the fitted concentration of half-maximal effect
Target sequence (Q03164 whole entry, looked up, the tested form may be a part): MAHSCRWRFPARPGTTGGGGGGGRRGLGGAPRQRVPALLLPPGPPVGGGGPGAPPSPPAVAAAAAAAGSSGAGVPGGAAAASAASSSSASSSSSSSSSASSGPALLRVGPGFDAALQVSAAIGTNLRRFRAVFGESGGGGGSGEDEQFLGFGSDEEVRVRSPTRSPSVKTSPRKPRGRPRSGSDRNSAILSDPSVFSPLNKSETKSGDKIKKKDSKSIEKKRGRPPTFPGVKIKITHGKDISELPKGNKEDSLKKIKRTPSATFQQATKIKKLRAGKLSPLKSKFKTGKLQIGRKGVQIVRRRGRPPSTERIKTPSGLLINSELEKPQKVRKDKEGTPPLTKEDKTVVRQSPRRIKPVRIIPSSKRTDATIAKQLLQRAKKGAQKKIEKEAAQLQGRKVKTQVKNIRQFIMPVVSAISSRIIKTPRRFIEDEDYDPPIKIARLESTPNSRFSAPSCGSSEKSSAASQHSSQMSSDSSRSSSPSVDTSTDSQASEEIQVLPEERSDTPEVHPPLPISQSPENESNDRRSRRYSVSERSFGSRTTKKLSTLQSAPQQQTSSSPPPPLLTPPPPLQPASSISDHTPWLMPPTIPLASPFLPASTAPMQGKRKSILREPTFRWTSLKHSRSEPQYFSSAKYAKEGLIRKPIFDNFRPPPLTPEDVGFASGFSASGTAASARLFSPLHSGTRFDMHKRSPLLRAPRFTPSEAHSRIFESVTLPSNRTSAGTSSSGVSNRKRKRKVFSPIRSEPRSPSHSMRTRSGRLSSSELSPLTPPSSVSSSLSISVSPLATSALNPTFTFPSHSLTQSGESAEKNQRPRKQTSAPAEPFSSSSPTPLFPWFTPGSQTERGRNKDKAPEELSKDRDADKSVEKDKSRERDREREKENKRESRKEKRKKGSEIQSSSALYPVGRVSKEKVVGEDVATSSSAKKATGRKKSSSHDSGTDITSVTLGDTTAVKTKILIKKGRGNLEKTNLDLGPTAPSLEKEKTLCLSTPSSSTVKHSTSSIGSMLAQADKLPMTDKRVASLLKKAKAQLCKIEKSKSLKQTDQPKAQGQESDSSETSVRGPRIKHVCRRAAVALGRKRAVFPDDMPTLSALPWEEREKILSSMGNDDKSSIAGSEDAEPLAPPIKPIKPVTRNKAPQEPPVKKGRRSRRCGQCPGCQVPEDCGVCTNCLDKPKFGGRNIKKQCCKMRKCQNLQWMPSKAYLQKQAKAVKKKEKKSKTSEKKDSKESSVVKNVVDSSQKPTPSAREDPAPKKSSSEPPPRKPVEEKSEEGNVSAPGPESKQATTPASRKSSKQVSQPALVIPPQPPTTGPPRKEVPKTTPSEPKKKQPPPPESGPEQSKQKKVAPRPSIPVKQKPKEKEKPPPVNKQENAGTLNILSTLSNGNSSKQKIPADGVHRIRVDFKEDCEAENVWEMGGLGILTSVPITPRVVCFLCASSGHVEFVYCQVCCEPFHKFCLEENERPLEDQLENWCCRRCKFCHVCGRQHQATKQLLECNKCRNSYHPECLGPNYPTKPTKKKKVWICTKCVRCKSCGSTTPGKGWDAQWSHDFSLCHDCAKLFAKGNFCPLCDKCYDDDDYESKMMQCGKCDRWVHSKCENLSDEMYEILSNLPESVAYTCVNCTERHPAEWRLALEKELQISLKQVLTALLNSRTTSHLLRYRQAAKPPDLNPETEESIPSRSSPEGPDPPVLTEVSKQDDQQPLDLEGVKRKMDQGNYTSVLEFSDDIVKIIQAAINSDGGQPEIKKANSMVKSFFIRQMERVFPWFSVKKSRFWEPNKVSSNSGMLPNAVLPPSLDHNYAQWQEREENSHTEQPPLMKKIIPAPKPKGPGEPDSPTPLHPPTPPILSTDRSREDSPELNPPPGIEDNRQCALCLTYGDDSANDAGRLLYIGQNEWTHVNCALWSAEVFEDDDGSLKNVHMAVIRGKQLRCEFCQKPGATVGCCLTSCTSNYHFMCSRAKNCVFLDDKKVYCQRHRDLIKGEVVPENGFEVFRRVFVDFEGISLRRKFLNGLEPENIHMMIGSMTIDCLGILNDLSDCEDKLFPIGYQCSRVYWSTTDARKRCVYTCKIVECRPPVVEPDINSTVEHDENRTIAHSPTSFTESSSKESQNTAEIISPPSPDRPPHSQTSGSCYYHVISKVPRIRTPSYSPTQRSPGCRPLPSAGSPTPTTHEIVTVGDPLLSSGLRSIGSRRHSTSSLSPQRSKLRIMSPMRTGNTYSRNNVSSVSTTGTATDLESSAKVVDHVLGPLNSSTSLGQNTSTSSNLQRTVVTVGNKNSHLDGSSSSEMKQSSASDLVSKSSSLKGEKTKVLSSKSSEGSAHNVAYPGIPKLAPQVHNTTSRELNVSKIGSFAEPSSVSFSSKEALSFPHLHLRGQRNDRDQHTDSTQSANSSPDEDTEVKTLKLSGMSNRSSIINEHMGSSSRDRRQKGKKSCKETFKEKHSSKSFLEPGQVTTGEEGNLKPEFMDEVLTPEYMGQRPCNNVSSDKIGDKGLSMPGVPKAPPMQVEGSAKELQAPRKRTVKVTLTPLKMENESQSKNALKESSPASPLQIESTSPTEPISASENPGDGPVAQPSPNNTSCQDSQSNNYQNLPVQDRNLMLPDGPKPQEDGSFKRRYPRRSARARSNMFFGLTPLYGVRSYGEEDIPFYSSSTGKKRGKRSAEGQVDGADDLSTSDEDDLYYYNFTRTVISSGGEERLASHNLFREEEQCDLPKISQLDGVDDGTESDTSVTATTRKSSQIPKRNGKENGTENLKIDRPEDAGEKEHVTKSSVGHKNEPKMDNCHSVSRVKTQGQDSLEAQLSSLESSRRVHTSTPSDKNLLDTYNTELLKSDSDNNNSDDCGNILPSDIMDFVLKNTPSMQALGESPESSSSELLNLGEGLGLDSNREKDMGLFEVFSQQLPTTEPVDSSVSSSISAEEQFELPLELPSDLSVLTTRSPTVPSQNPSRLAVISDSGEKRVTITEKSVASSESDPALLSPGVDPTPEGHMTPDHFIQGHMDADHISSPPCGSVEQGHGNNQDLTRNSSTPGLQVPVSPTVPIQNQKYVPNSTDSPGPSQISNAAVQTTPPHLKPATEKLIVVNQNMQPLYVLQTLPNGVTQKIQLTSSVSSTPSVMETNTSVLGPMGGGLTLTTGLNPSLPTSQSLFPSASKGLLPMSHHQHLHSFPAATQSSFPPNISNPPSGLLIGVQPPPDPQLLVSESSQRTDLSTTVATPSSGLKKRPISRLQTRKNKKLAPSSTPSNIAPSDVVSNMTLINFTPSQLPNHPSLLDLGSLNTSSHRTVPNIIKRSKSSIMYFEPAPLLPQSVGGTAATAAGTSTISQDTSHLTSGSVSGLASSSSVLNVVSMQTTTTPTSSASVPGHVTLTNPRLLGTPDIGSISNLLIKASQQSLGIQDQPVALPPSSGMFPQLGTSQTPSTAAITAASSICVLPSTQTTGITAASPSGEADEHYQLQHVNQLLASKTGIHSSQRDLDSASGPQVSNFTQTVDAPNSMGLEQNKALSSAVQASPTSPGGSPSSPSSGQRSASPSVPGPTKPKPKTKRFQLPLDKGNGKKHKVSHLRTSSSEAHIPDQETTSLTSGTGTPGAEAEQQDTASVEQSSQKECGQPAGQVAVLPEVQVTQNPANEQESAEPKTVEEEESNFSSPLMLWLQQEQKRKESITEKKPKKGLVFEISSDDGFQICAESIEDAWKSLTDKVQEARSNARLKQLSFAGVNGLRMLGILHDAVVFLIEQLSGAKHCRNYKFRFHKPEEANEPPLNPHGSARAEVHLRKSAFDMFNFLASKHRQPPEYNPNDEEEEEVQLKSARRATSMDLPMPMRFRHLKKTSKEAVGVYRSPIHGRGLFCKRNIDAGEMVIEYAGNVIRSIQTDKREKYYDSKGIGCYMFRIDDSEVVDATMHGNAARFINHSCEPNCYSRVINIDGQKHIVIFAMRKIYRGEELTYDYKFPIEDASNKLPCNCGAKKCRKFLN
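Steps: dispense CXXC domain solution (7 uM) → pin compounds or unlabeled HOX-A9 DNA control → 5 min ambient → add FLSN-HOX-A9 solution (50 nM) → spin → 30 min ambient → fluorescence polarization. Tris pH 7.5/NaCl/DTT/BSA buffer.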
B2AR arrestin = qHTS assay of beta-arrestin-biased ligands of beta2-adrenergic receptor; 330,000 compounds, 0.02% hits; Potency, µM (series often up to 46.1 µM), for the others: at the highest dose activation, most hits filed as activators; beta-arrestin recruitment to beta2AR, cell-based reporter;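 note: potency is the fitted concentration of half-maximal effect; 0% = DMSO controls and full agonism = EC100 isoproterenol or metaproterenol; nearly all actives have a fitted effect of over 65% in size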
TCR activator = Activators of T cell receptors: qHTS campaign. primary human leukocytes, anti-CD3, IL-2 HTRF, 48 h. Potency, µM (top dose mostly 9.22 µM), inactives show top-dose activation of IL-2 secretion, most hits filed as activators. 330,000 tested, under 10 active; note: % of control where 0% means no effect
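1) Mix primary human leukocytes, a-CD3 beads and compound. 2) Incubate 48 hr. 3) Add HTRF IL-2 reagents (a-IL-2-K, a-IL-2-d2).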
A-T KAP1 phos = qHTS Assay for Identifying a Potential Treatment of Ataxia-Telangiectasia | […] A-T fibroblasts, KAP-1 phosphorylation AlphaLISA; neocarzinostatin DNA damage 30 min before lysis | Potency, µM (doses to about 57.5 µM), for inactives: top-dose activation, hits mostly activators | 320,000 compounds, 0.19% hits; note: potency is the fitted concentration of half-maximal effect; % of control where 0% means no effect; nearly all actives have a fitted effect of over 45% in size
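hTERT-immortalized A-T patient fibroblasts ([…]), 500 cells/well in OPTI-MEM, 1% FBS, got compounds for 60 min, then NCS for 30 min at 37C. Lysates were then assayed for phospho-KAP-1 by AlphaLISA (anti-pKAP1 donor, anti-KAP1 acceptor beads), 6 hr at 25C.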
a7 integrin act = qHTS for Activators of Integrin-Mediated Alleviation for Muscular Dystrophy. 350,000 compounds, 0.064% hits. alpha7betagal myoblasts, beta-gal FDG fluorescence, 48 h. Potency, µM (highest dose often 38.3 µM), without a hit: at the highest dose activation, hits mostly activators. AID 624291, 2012;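 note: potency is the fitted concentration of half-maximal effect; 100% = response of the positive control SU9516; nearly all actives have a fitted effect of over 60% in size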
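Alpha7betagal+/- myoblasts (passage 13) were plated 16-24 hr, then exposed to compounds (1:260 dilution of DMSO stock) for 48 hours at 37C. After MPER lysis, β-galactosidase reporter activity was read as FDG fluorescence (ex 480/em 540) after 30 minutes.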
ELG1 repair inh = qHTS screen for small molecules that inhibit ELG1-dependent DNA repair in human embryonic kidney (HEK293T) cells expressing luciferase-tagged ELG1; AID 504467, 2011; HEK293T ELG1-luciferase reporter, luminescence, 16 h; DNA damage induced by 5-fluorouridine; 330,000 compounds, 2.3% hits; Potency, µM (doses to about 46.1 µM), without a hit: at the top dose activity change, negative = inhibition, actives largely listed as inhibitors; note: potency is the fitted concentration of half-maximal effect; % is set by controls: 0 for no effect and ±100 for the full control effect; nearly all actives have a fitted effect of over 55% in size
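Cells (2,000 per well) received 5-fluorouridine plus test compound or DMSO and were incubated 16 hr at 37 °C, 5% CO2. Luciferase activity was read by luminescence 30 min after ONE-Glo addition; signal suppression marked inhibition of damage-induced ELG1 function.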
TRPV1 ag = HTS Assay for Compounds that Act as Agonists of the Vanilloid Receptor 1; 320,000 compounds, 0.19% hits; TRPV1-expressing cells, Fluo-8 calcium influx, agonist mode; Transient receptor potential cation channel subfamily V member 1 (Homo sapiens), Q8NER1; activation, % at 8.33 µM; in the data active = activation above about 80%; inconclusive = between about 30% and that limit; note: 0% is about no effect
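Cells expressing TRPV1 were dye-loaded with Fluo-8 and read kinetically: 10 s baseline, 3 min after compound (agonist portion), then 2 min after EC20 capsaicin (allosteric enhancer portion). Calcium-bound dye fluorescence at 480/520 nm.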
BRCA1 expr act = qHTS Assay to Identify Small Molecule Activators of BRCA1 Expression | Potency, µM (top dose mostly 46.1 µM), without a hit: at the highest dose activation, actives largely listed as activators | 380,000 compounds, 1.1% hits | AID 624202, 2012 | MCF7-BRCA1-FFLuc reporter, luminescence, 48 h; response scale: scaled: vehicle 0%, 10 µM genistein 100%; note: potency is the fitted concentration of half-maximal effect; nearly all actives have a fitted effect of over 80% in size; some results filed as inactive show a strong effect at the top dose
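MCF7-BRCA1-FFLuc, 2000 cells/well; 2 h attach, 37 °C/5% CO2; compound 48 h; luciferase substrate 15 min; luminescence end-point. Norm. to genistein 10 microM max activation and DMSO; concentration-response curves fitted.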
TSG101-PTAP inh = qHTS Assay for Iinhibitors of HIV-1 Budding by Blocking the Interaction of PTAP/TSG101. Tumor susceptibility gene 101 protein (Homo sapiens), Q99816. AID 493005, 2010. 340,000 tested, under 10 active. Potency, µM (highest dose often 115 µM), without a hit: top-dose activity change, negative = inhibition, most hits filed as inhibitors. Fluorescence polarization, FITC-PTAP peptide / Tsg101 binding; active = well fitted inhibition curve with a large enough effect in the main read-out, with a control signal flat, not every such curve was filed as active; inconclusive = small, poorly fitted or top-dose-only effect, or effect the other way, or a change in a side signal; inactive = no such curve, though single readings can be large or run the other way; note: potency is the fitted concentration of half-maximal effect; % of control where 0% means no effect
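Fluorescence polarization binding of Tsg101 binding domain (10 uM final) to FITC-labeled PTAP peptide (50 nM final) in HEPES pH 7.5 buffer with NaCl, Tween 20, EDTA, TCEP. Compounds added before peptide; binding 20 min at RT.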
p53 reactivation = qHTS assay for re-activators of p53 using a Luc reporter; H1299 p53-A138V BP100-luciferase reporter, luminescence, 24 h; Potency, µM (series often up to 92.2 µM), for inactives: at the top dose activity change, positive = activation, most hits filed as activators; 320,000 compounds, 0.063% hits; note: potency is the fitted concentration of half-maximal effect; % of control where 0% means no effect; nearly all actives have a fitted effect of over 45% in size
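H1299 (p53-null), stable ts p53-A138V + BP100-Luc; 1000 cells/well, Opti-MEM/10% FBS; cpd 4 pt, 1:5; 24 h, 37 deg C, 5% CO2; detection reagent 10 min RT; luminescence.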
Numbers without * were called inactive; u = inconclusive; x = no result given; [ ] = dose if it differs, or a comment. Unless noted, calls come from the whole dose curve; as a rule, active = well fitted curve in the direction sought with a large enough effect; inconclusive = small, poorly fitted or top-dose-only effect, or another doubt; inactive = no such curve, though single readings can be large; an effect the other way counts as inactive or inconclusive.

1) Cc1nnn(-c2nonc2N)c1C(=O)NNC(=O)c1ccc(Cl)c(Cl)c1
2) COc1ccccc1NC(=O)NNC(=O)CCc1ccccc1
3) CCOc1ccccc1N1CCN(C(=O)c2ccccc2SCC(=O)N2CCCC2)CC1
4) COc1ccc(Cn2c(SCc3cc(C)ccc3C)nc3cc(OC)c(OC)cc3c2=N)cc1
5) CCOC(=O)c1ccc(NC(=S)NCCc2ccccc2F)cc1
6) O=C(NNC(=S)NC1CCCCC1)c1ccccc1Cl
screen / no.,1,2,3,4,5,6
MLL CXXC-DNA inh,22%,-3%,u,u,-3%,-10%
B2AR arrestin,-0.1%,-0.9%,-0.6%,-0.1%,-0.6%,-0.1%
TCR activator,-1%,-4%,1%,1%,7%,3%
A-T KAP1 phos,16%,8%,-9%,10%,6%,-4%
a7 integrin act,-14%,-26%,-26%,-68%[inhibitor],-37%,-13%
ELG1 repair inh,-2%,5%,0%,u,-2%,8%
TRPV1 ag,2,0,-1,-3,u,8
BRCA1 expr act,0%,8%,-2%,9%[1.84 µM],-12%,29%
TSG101-PTAP inh,-5%,-1%,1%,-5%,0%,0%
p53 reactivation,-3%,6%,-2%,4%,-1%,16%

7) Cc1cccc(Nc2nc3ccccc3s2)c1C
8) CCCCCCC1CC(CSC(=N)N)OC1=O (centres undefined)
9) CN(CC(=O)Nc1ccccc1C(F)(F)F)C(=O)COc1ccccc1Cc1ccccc1
10) CC(C)OCCCNC(=O)CN1CCN(Cc2ccccc2Cl)C1=O
11) COC(=O)[C@@]1(Cc2ccccc2)[C@H]2C(=O)N(C)C(=O)[C@H]2[C@H]2CN=C(SCc3ccccc3)N21
12) COc1ccccc1N1CCN(C(=O)c2cc(-c3cccs3)on2)CC1
screen / no.,7,8,9,10,11,12
MLL CXXC-DNA inh,-1%,21%,x,-4%,x,-5%
B2AR arrestin,0.0%,-0.8%,0.3%,2.9%,-0.6%,-0.1%
TCR activator,1%[46.1 µM],-45%,5%,0%,-6%[46.1 µM],2%[46.1 µM]
A-T KAP1 phos,8%,-6%,-3%,x,11%,0%
a7 integrin act,10%,-15%,26%,34%,-4%,9%
ELG1 repair inh,u,u,-3%,-11%,14%,2%
TRPV1 ag,4,10,18,-6,x,4
BRCA1 expr act,u,-47%,-64%,4%,-9%,10%
TSG101-PTAP inh,-1%,-3%,-4%,-5%,-11%,-1%
p53 reactivation,u,-1%,-7%,-5%,2%,8%

13) O=C(Nc1ccccc1)c1cccc(N2C(=O)CCC2=O)c1
14) COC(=O)NNC(=O)c1ccccc1C
15) CSc1ccccc1C(=O)NC1CCCN(Cc2ccccc2F)C1 (centres undefined)
16) NC(=O)Cn1nnc(-c2ccc(CN3CCCCC3)cc2)n1
17) Cc1cc2c3ccccc3ncn2n1
18) C/C(CS(=O)(=O)c1ccc(Cl)c(Cl)c1)=N/NC(N)=S
screen / no.,13,14,15,16,17,18
MLL CXXC-DNA inh,2%,2%,15%,-3%,-3%,10%
B2AR arrestin,0.1%,0.1%,-0.2%,0.2%,0.2%,u
TCR activator,-1%,x,-10%,-2%,-4%,-1%
A-T KAP1 phos,-2%,0%,9%,0%[11.5 µM],2%,6%
a7 integrin act,3%,10%,13%,28%,29%,-7%
ELG1 repair inh,14%,14%,-9%,11%,-2%,u
TRPV1 ag,-1,-2,2,0,-2,-1
BRCA1 expr act,12%,2%,-6%,0%,32%,-4%
TSG101-PTAP inh,-1%,x,4%,3%,1%,-2%
p53 reactivation,-2%,7%,-35%[inhibitor],1%,-3%,-4%

19) CCOC(=O)N1CCN(CC(=O)Nc2ccc(F)cc2)CC1
20) CC(=O)Nc1ccc(S(=O)(=O)Nc2ccc(N3CCCCC3)cc2)cc1
21) CCOC(=O)c1c(NC(=O)CSc2nnc(C)c(=O)[nH]2)sc(C)c1-c1ccc(C)cc1
22) Cc1ccc(NC(=O)CCCCCN2C(=O)[C@@H]3Cc4ccccc4CN3C2=O)c(Cl)c1
23) CSC1=N/C(=C/c2cccnc2)C(=O)N1Cc1ccc(Cl)cc1
24) COc1ccccc1Sc1ccccc1/C=N/NC(N)=O
screen / no.,19,20,21,22,23,24
MLL CXXC-DNA inh,0%,x,-15%,4%,-10%,-8%
B2AR arrestin,0.2%,0.0%,0.1%,-0.1%,-0.2%,0.1%
TCR activator,2%,-3%,10%,-2%,-3%,-20%
A-T KAP1 phos,-4%[11.5 µM],-8%,23%,15%,8%,2%
a7 integrin act,17%,-29%,-16%,-3%,18%,3%
ELG1 repair inh,16%,0%,20%,u,16%,13%
TRPV1 ag,0,x,11,10,15,-1
BRCA1 expr act,28%,-45%,-22%,-2%,-9%,-15%
TSG101-PTAP inh,-8%,0%,-5%,-3%,-2%,-4%
p53 reactivation,0%,7%,-2%,-3%,-2%,-3%

25) COc1cccc(CNC(=O)C(c2ccc(Cl)cc2)C(C)C)c1 (centres undefined)
26) CCn1ccnc1CN1CCC(n2nccc2NC(=O)c2ccccc2OC)CC1
27) CCc1nc2ccc(C(=O)NCc3ccccc3)cc2nc1CC
28) CC(C)(C)N(Cc1ccccc1)C(=O)COC(=O)c1ccccc1SCC(=O)N1CCCC1
29) O=C(O)CCC(=O)Nc1ccc(Cc2ccc(NC(=O)CCC(=O)O)c(O)c2)cc1O
30) S=c1[nH]nc(-c2ccc3ccccc3n2)o1
screen / no.,25,26,27,28,29,30
MLL CXXC-DNA inh,9%,-8%,5%,x,1%,-14%
B2AR arrestin,-0.3%,-0.5%,0.5%,0.5%,0.5%,-0.2%
TCR activator,-9%[46.1 µM],-2%,-3%,1%,x,-1%
A-T KAP1 phos,5%,10%,0%,-2%,x,6%
a7 integrin act,-15%,6%,0%,-6%,24%,15%
ELG1 repair inh,-11%,4%,u,u,11%,u
TRPV1 ag,18,1,22,20,3,-3
BRCA1 expr act,-32%,21%,-4%,-7%,0%,1%
TSG101-PTAP inh,0%,-3%,0%,-8%,-5%,0%
p53 reactivation,-1%,10%,4%,-7%,0%,0%

31) O=C(NCc1ccco1)c1ccccc1-c1nc(-c2ccc(F)cc2)no1
32) C[C@H]([C@H](O)c1ccccc1)N(C)C(=O)CN
33) O=C(CNS(=O)(=O)c1ccc(Br)s1)NC1CCCc2ccccc21 (centres undefined)
34) CCN(C(=O)COC(=O)c1cc(S(=O)(=O)N2CCOCC2)ccc1F)C1CCS(=O)(=O)C1 (centres undefined)
35) Cc1ccc([C@@H]2[C@@H]3C(=O)N(C)C(=O)[C@@H]3[C@]3(C)C(=O)N(CC4CC4)CC(=O)N23)o1
36) O=C(CSc1n[nH]c(-c2ccccc2Br)n1)NC(=O)NCc1ccco1
37) O=C(COC(=O)c1ccccn1)Nc1ccc(S(=O)(=O)N2CCOCC2)cc1
38) O=C(Cn1cccc1)Nc1ccc(F)cc1F
39) O=C1CCCc2ccccc2N1Cc1cccc(F)c1
screen / no.,31,32,33,34,35,36,37,38,39
MLL CXXC-DNA inh,8%,7%,15%,x,-12%,-1%,2%,1%,-2%
B2AR arrestin,0.2%,-0.8%,-1.1%,-0.2%,0.0%,-0.6%,-0.2%,0.1%,-0.5%
TCR activator,2%,9%,-5%,-18%,-1%,2%,2%,x,-6%
A-T KAP1 phos,3%,-17%,-3%,-5%,5%,1%,1%,-11%,-2%
a7 integrin act,4%,-13%,-6%,22%,-18%,2%,-9%,0%,u
ELG1 repair inh,-43%,-8%,-4%,21%,0%,-3%,3%,15%,27%
TRPV1 ag,16,-1,27,-2,4,1,5,-3,4
BRCA1 expr act,-3%,10%,11%,3%,3%,-1%,1%,5%,-25%
TSG101-PTAP inh,-1%,0%,-8%,-1%,1%,-4%,-4%,x,2%
p53 reactivation,-4%,10%,-8%,3%,x,0%,3%,1%,8%

Compound profiles, as listed above. Values in the order: MLL CXXC-DNA inh, B2AR arrestin, TCR activator, A-T KAP1 phos, a7 integrin act, ELG1 repair inh, TRPV1 ag, BRCA1 expr act, TSG101-PTAP inh, p53 reactivation
O=C(CSc1n[nH]c(-c2ccccc2Br)n1)NC(=O)NCc1ccco1 across the screens: -1%, -0.6%, 2%, 1%, 2%, -3%, 1, -1%, -4%, 0%
O=C1CCCc2ccccc2N1Cc1cccc(F)c1 across the screens: -2%, -0.5%, -6%, -2%, u, 27%, 4, -25%, 2%, 8%
O=C(CNS(=O)(=O)c1ccc(Br)s1)NC1CCCc2ccccc21 (centres undefined) across the screens: 15%, -1.1%, -5%, -3%, -6%, -4%, 27, 11%, -8%, -8%
